Screens from PubChem BioAssay.
MsrA act: activates bovine MsrA enzyme | purified bovine MsrA, absorbance read-out | activation, % at 10.6 µM | AID 602163 | hit rate 0.3% among 360,000; in the data active = activation above about 7.5%;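 note: 0% = vehicle and 100% = reference activator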
MLLE-PAM2 inh: blocks PAM2 peptide binding to the PABP1 MLLE domain. GST-MLLE / FITC-PAM2 fluorescence polarization. inhibition, % at 20 µM. hit rate 0.36% among 360,000; in the data active = inhibition above about 35%, passing the limit was not always enough;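 note: plate controls were DMSO wells with GST-MLLE for no effect and wells lacking GST-MLLE protein for full effect; some results filed as inactive read as strong as hits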
E coli Lon inh: E. coli protease La inhibition; purified E. coli Lon protease, fluorescence polarization; inhibition, % at 7.94 µM; hit rate 0.42% among 360,000; in the data active = inhibition above about 13%, passing the limit was not always enough;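 note: 0% = enzyme with probe and DMSO and 100% = no enzyme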
MT1-MMP act inh: inhibitors of human MT1-MMP activation; HT1080 RFP-PRO-GFP cells, GFP/RFP ratio fluorescence, overnight; percent of plate control window, DMSO zero; GFP/RFP ratio change, % at 20 µM; hit rate 0.061% among 360,000; AID 651647;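 active = GFP/RFP ratio change of at least 30% with cell ATP level not reduced by more than half and red fluorescence within 50% of control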; note: strong numbers were not always called active
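Assay system – RFP-PRO-GFP reporter HT1080 cells · Compound dosing – single dose of 20 µM compound, 1% DMSO final · Incubation – overnight compound exposure at 37 °C · Measure – GFP/RFP fluorescence ratio · Benchmarks – DMSO wells and RFP-L50D-GFP cells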
CendR NRP1 mod: modulators of CendR peptide binding to human neuropilin-1 | inhibition, % at 25 µM | hit rate 0.85% among 360,000 | FAM-RPARPAR peptide binding to NRP-1, fluorescence polarization | AID 602438;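 active = inhibition or corrected inhibition above about 18%, plus a signal ratio from 0.5 to 1.5, limit read from the data, passing the limit was not always enough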; note: strong numbers were not always called active
SKN-1 inh: C. elegans SKN-1 inhibition. C. elegans VP596 Pgst-4::GFP/RFP ratio, acrylamide-induced, 24 h. inhibition, % at 21.8 µM. hit rate 0.49% among 360,000;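 active = interference check ratio from 0.5 to 1.5 plus GFP to RFP signal ratio inhibition reaching or exceeding a fixed threshold, cut at about 30% in these data, passing the limit was not always enough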; note: some compounds called inactive have numbers as strong as hits
Tb MetRS inh: blocks T. brucei methionyl-tRNA synthetase activity; purified T. brucei MetRS, ATP depletion, Kinase-Glo luminescence; inhibition, % at 11.9 µM; hit rate 0.4% among 360,000;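 active = inhibition above a per-plate cutoff of the control wells' mean inhibition plus 3 SD, cut at about 5.5% in these data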;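 note: 0% = DMSO wells median and 100% = median of wells with control inhibitor compound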
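Material – parasite MetRS enzyme · Medium – HEPES-MgCl2-KCl buffer plus DTT, spermine, BSA, pyrophosphatase · Reagent – ATP, methionine and E. coli bulk tRNA substrates · Times – 15 min enzyme-compound preincubation, 2 h reaction, 10 min detection, 25 °C · Measured by – luminescence of leftover ATP · Evaluation – percent inhibition relative to median high and low control wells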
FAS TE block: FAS thioesterase (human) inhibition; P49327; recombinant FAS-TE, OMFH fluorogenic substrate, fluorescence endpoint; inhibition, % at 15 µM; hit rate 0.67% among 360,000;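 active = compounds whose normalised, plate-corrected inhibition of enzyme fluorescence in the single-dose primary screen is 50% or more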;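 note: 0% = DMSO with enzyme and 100% = substrate without enzyme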
Target sequence (P49327 whole entry, looked up): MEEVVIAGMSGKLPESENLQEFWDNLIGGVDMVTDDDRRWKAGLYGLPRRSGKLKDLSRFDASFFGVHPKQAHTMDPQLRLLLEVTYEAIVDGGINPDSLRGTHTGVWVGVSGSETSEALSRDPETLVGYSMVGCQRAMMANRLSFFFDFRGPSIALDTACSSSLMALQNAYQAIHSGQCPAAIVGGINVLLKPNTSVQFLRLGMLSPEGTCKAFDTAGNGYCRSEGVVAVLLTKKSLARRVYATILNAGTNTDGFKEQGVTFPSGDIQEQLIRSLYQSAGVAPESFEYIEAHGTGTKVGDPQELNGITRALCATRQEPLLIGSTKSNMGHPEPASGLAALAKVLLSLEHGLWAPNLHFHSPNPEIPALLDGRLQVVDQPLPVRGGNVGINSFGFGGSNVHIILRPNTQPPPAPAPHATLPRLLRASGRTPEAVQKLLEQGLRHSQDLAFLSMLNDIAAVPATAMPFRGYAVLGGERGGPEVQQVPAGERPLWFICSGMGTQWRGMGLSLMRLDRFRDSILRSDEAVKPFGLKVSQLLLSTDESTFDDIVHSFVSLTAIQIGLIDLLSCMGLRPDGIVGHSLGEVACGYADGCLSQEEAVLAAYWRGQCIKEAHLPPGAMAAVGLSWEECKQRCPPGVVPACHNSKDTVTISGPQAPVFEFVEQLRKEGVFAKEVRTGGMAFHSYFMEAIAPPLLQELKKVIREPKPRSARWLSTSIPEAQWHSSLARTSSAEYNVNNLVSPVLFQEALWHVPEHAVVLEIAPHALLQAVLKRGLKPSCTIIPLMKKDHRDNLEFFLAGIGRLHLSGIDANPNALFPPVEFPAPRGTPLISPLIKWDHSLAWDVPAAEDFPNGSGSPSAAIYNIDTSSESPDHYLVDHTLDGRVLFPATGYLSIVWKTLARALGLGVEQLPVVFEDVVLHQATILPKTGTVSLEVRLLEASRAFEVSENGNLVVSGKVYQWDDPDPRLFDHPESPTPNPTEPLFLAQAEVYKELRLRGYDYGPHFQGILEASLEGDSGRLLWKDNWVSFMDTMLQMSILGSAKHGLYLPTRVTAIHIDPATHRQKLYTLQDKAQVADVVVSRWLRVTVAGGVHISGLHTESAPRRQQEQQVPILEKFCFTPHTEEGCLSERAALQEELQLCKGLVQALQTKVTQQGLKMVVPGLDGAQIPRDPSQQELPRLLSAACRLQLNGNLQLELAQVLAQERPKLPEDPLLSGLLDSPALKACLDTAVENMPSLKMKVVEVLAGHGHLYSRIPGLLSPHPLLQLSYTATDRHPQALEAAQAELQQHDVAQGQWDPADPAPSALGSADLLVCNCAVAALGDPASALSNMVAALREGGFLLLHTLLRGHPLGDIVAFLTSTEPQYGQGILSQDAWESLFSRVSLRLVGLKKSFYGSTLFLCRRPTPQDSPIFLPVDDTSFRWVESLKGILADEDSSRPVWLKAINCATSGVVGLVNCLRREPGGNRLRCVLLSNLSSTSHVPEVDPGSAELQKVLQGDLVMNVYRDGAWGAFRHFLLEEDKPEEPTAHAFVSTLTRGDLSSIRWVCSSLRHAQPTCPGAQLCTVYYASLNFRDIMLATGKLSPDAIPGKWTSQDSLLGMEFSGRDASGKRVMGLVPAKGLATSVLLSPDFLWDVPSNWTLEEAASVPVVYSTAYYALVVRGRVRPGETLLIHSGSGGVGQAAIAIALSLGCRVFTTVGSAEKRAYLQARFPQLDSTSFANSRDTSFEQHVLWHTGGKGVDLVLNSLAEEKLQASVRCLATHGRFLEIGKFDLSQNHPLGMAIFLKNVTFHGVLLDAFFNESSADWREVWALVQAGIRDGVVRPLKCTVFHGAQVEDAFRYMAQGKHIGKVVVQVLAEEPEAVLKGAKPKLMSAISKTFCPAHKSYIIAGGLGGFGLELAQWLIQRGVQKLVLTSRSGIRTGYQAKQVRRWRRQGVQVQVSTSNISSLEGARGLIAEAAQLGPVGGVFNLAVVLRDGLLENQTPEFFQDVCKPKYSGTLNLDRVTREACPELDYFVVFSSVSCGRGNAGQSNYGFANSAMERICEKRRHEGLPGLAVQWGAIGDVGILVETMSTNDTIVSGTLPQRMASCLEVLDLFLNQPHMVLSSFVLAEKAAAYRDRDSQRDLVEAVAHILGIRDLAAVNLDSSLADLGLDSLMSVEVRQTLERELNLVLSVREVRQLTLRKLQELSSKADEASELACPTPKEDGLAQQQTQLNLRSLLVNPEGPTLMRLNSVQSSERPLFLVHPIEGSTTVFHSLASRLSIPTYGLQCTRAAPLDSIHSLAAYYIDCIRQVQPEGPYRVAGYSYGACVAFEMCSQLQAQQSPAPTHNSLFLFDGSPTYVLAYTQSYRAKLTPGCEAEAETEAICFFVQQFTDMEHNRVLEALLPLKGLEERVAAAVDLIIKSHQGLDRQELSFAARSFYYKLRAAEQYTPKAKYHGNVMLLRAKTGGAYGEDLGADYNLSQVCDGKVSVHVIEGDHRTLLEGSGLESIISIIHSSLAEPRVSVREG
MsrA inh: bovine MsrA inhibition; AID 651718; inhibition, % at 15.5 µM; purified bovine MsrA, absorbance read-out; hit rate 0.75% among 360,000; in the data active = inhibition above about 4.5%;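 note: 0% = vehicle wells with enzyme and 100% = reference inhibitor wells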
* hit, by the source's call; / = no result given.

SMILES	MsrA act	MLLE-PAM2 inh	E coli Lon inh	MT1-MMP act inh	CendR NRP1 mod	SKN-1 inh	Tb MetRS inh	FAS TE block	MsrA inh
Cc1ccccc1C(=O)N1CCC(C(=O)NN2C(=O)NC3(CCC(C)CC3)C2=O)CC1 (stereo unspecified)	2	7	6	-1	-1	14	-0.2	-6	0.0
CN(C)S(=O)(=O)c1ccc(C(=O)Nc2ccc(CCC(=O)N3CCCC3)cc2)cc1	2	-5	-13	2	-7	-9	-0.3	-3	0.8
Cc1[nH]c2ccccc2c1/C=N/NC(=O)c1ccc(N)cc1	-5	-9	-11	4	-11	-13	-0.1	-6	5.5*
CCOC(=O)N1CCN(C(=O)c2ccc(OCC)cc2)CC1	-6	-16	-1	4	-5	9	-1.8	-6	-0.4
O=C(OCC(=O)N1CCN(C(=O)c2ccco2)CC1)c1ccccc1OCc1ccccc1	-1	-18	2	1	0	31	-0.6	0	0.5
O=C(CCNC(=O)c1ccccc1)Nc1nc2ccccc2s1	-2	-4	-1	-4	13	-10	-0.3	-9	-0.2
Cc1ccc(S(=O)(=O)N(C)c2ccc(OCc3cccc(C)c3)cc2)cc1	1	19	-2	-7	-1	4	-0.1	26	0.0
CCCCOCCCNS(=O)(=O)c1ccccc1	0	-1	-12	3	-11	9	-0.4	-7	-0.3
CCc1ccc(/C=C2\Oc3ccc(C(=O)OC)cc3C2=O)cc1	1	0	6	-7	-19	9	-0.5	4	0.3
CCOc1ccc(NC(=O)CN(C)S(=O)(=O)c2ccc(-c3ccc(=O)[nH]n3)s2)cc1	-4	2	-10	-1	-26	1	0.0	-9	0.0
COC(=O)c1ccc(CC(=O)c2nc3ccccc3s2)cc1	-2	18	1	5	-4	-9	0.1	5	-0.2
COc1cc(/C=C2\C(=O)NN(c3ccc(C)cc3)C2=O)cc([N+](=O)[O-])c1O	-2	8	4	-1	-1	1	0.6	-1	2.8
O=C(OC(C(=O)Nc1ccc([N+](=O)[O-])cc1Br)c1ccccc1)c1ccccc1 (stereo unspecified)	2	14	-6	4	-8	3	0.0	39	0.2
COc1ccc(C(=O)NNC(=O)C(=O)Nc2ccc(C)cc2)cc1	-3	9	6	-2	7	11	-0.8	-5	-0.5
COc1ccc(-c2nnc(SC3CCOC3=O)n2C2CCCCC2)cc1OC (stereo unspecified)	-5	-59	1	-1	-8	2	-0.1	-4	-0.2
CCCOc1ccc(N2C(=O)CC(N(CCc3ccc(OC)cc3)C(=O)/C=C/C(=O)O)C2=O)cc1 (stereo unspecified)	-6	9	-5	-1	3	-5	-0.3	-3	0.8
CCOc1ccc(N2CC(C(=O)Nc3ncccc3C)CC2=O)cc1 (stereo unspecified)	3	6	-1	-1	-3	0	-0.7	-5	0.0
C=CCn1c(Cc2cccs2)nnc1SCC(=O)Nc1cccc(OC)c1	-12	-19	7	2	5	4	-1.3	-8	-0.2
O=S1(=O)N=C(Nc2ccc(N3CCOCC3)c(Cl)c2)c2ccccc21	-2	-7	-2	3	6	1	-0.2	-1	2.9
CSc1nc(C(=O)N2CCc3c([nH]c4ccccc34)C2c2ccccn2)cs1 (stereo unspecified)	-2	2	-3	-4	4	-1	1.3	11	0.2
COC(=O)c1ccccc1-c1ccc(C=O)o1	-13	-4	1	1	-11	-4	-0.3	-7	0.3
COc1ccc(-c2nnnn2C(C)C)cc1S(=O)(=O)Nc1ccccc1	-3	8	2	-3	-6	0	-0.9	-3	0.9
Cc1ccc(C(=O)C(c2ccccc2)N2Cc3ccccc3C2=N)cc1 (stereo unspecified)	-5	-5	-2	-11	-5	15	0.4	17	/
COc1ccc(CCNS(=O)(=O)c2ccc(S(=O)(=O)N3CCCC3)cc2)cc1OC	-1	2	-4	-1	-1	4	0.4	4	-0.4
Cc1ccc(CN2CCN(/N=C/C=C/c3ccccc3[N+](=O)[O-])CC2)cc1	-6	0	-8	3	-1	-1	-0.6	20	0.6
COc1ccc(N2C(=O)CC(N3CCCCC3)C2=O)cc1 (stereo unspecified)	-6	21	-6	0	2	3	0.3	1	0.6
Cc1ccc(N(CC(=O)NC2CCCC2)C(=O)Cn2nnc(-c3ccccc3F)n2)cc1	-1	7	-1	2	1	15	-0.2	11	0.3
Cc1ccccc1-n1c(SC(C)C(=O)NCC2CCCO2)nnc1-c1ccncc1 (stereo unspecified)	-8	-2	3	-5	8	-8	-0.2	4	-0.5
C#Cc1ccc([C@H]2C=C(C(=O)OCC=C)O[C@@H](OCc3ccc(CO)cc3)C2)cc1	-1	-9	-11	1	2	-10	-0.3	16	1.5
Cc1nc(-c2ccc3c(c2)OCO3)cs1	-3	21	-10	2	8	8	-0.9	-4	0.9
COc1ccc(-c2cc3cc(F)ccc3cn2)cc1	-12	-12	-3	-3	1	0	-0.6	2	1.4
O=C(CNc1ccccc1)N/N=C/c1c[nH]c2ccccc12	-3	-8	-12	-3	-3	-4	0.2	0	3.2
CC1CCN(CCCNS(=O)(=O)c2ccc3c(c2)CCN3C(=O)C2CC2)CC1	-4	-2	2	-2	7	13	0.0	-10	1.2
COc1cccc(-n2c(Cc3cc(=O)[nH]c(=O)[nH]3)nnc2SC(C)C)c1	2	13	7	-4	-9	-8	-0.3	-3	-0.7
COc1ccc(C(CNC(=O)Nc2cccc(C)c2)N2CCN(C)CC2)cc1 (stereo unspecified)	-2	-8	1	1	14	2	0.0	-7	0.0
COc1ccc(NC(=O)C(C)N2c3cccc4cccc(c34)S2(=O)=O)c(OC)c1 (stereo unspecified)	-3	12	-3	3	5	4	0.2	19	0.4
CCC(C(=O)Nc1cc(F)ccc1F)n1nc(C)c2c(C)n(-c3ccc(C)cc3)nc2c1=O (stereo unspecified)	-1	11	4	-2	-8	-3	-0.3	16	-0.2
CC(C)(CNC(=O)c1cc2c(s1)CCCC2)N1CCOCC1	-1	-1	9	-4	2	13	-0.1	-7	-0.6
COCCNC(=O)CN1C(=O)NC2(CCCCCC2)C1=O	-1	-11	7	-1	12	5	0.1	-5	0.6
OC1(c2ccc(OC(F)F)cc2)CSC(=Nc2cccnc2)N1Cc1ccco1 (stereo unspecified)	-3	4	3	-2	2	12	0.1	5	-0.7
COc1ccc(NC(=O)CCSc2cc(C)c3ccccc3n2)cc1	-1	-4	0	-9	2	-15	-0.8	12	0.2
Cc1nn(-c2ccccc2)c(Cl)c1/C=N/NC(=O)c1[nH]ncc1Br	0	-19	-1	-5	-2	0	-1.7	-153	-0.6
Cc1cc(C=O)c(C)n1-c1cc(C(=O)O)cc(C(=O)O)c1	1	3	2	-1	-22	5	0.1	-3	1.0
COc1ccc(OC)c(C(=O)c2coc3ccc(O)c(CN4CCOCC4)c23)c1	-3	-106	-10	-1	-2	-5	-0.7	34	-0.1
C/C(=N\NC(N)=S)c1cccnc1	-4	5	8	-1	8	-8	-0.5	-5	0.5
COC(=O)CN1C(=O)[C@H]2[C@@H](c3ccc(C)o3)N3C(=O)CN(CC4CC4)C(=O)[C@@]3(Cc3ccccc3)[C@H]2C1=O	-6	3	2	2	-6	-21	-0.2	-10	-1.0
CCOC(=O)c1sc(N(C)C(C)=O)nc1C	-3	4	1	0	1	14	0.0	-4	-0.2
CN(C)C(=O)c1ccc(-c2nnc(OCc3nc4ccccc4n3C)c3ccccc23)cc1	-4	-3	-1	0	-7	-3	-0.6	-3	-0.1
C=CCOc1c2ccc(C(=O)NCc3ccc(OC)cc3)cc2nn1C	-1	1	-14	2	-7	1	-0.4	-5	0.2
N#Cc1c(-c2ccc(Cl)cc2Cl)nc2n(c1=O)CCS2	-6	-3	-4	5	-7	-6	-0.9	12	0.7
Cc1cccc(-n2ncc3c2CCCC3NC(=O)CN2CCOC2=O)c1C (stereo unspecified)	-3	0	-1	3	10	21	-0.5	-7	0.8
CCOc1cc2c(cc1C(C)(C)C)NC(=O)CS2	-3	8	5	-1	1	-2	-0.4	9	-0.6
COc1cc2[nH]c(=O)n(CCC(=O)N3CCc4ccccc4C3)c(=O)c2cc1OC	-2	3	-4	-1	-7	3	-0.4	-2	0.6
CCN(CC)C(=O)CN(C#N)c1nc(OC)nc(N(C)C)n1	-1	11	-3	4	1	-8	-0.3	-6	-0.2
CN(C)c1ccc(C2OC(=O)C3(CCCC3)C(=O)C2(C)C)cc1 (stereo unspecified)	-10	5	-8	2	-8	1	-1.4	-3	0.4
Cc1ccc(NC(=O)c2cccc(S(C)(=O)=O)c2)cc1	-3	-12	-2	-4	-7	7	-0.4	-1	-0.1
C=CCN1C(=O)C2(OCCO2)c2cc(C)ccc21	1	2	2	-2	0	3	-0.5	0	-0.9
COCCCNC(=O)c1ccc(Cn2c(=O)c3ccccc3n(CC(=O)NCCc3ccc(OC)c(OC)c3)c2=O)cc1	-5	6	4	-2	4	-5	-0.9	-6	1.1
COc1ccc(C(=O)CCNc2ccc(F)cc2)cc1	-3	-7	-5	-7	18	4	-0.6	-3	-0.5
C/C(=N\NC(=O)c1ccc(=O)[nH]n1)c1cccnc1	-8	-1	-7	-8	-8	9	-0.5	-14	2.6

(listing goes on)
SMILES	MsrA act	MLLE-PAM2 inh	E coli Lon inh	MT1-MMP act inh	CendR NRP1 mod	SKN-1 inh	Tb MetRS inh	FAS TE block	MsrA inh
C/C(CC(=O)NCc1ccco1)=N\NC(=O)c1ccc(Cl)cc1Cl	-10	-9	2	3	11	-3	-0.9	-4	-1.2
O=C(COc1ccc(F)cc1)N(Cc1ccc(Cl)cc1)C1CCS(=O)(=O)C1 (stereo unspecified)	-2	10	-1	1	-1	9	-0.1	8	-1.0
Cn1c(COc2ccccc2)nnc1SCc1cc(=O)[nH]c2ccccc12	-3	-10	-7	1	0	6	0.5	-6	0.6
COc1cccc(NC(=O)CCC(=O)N2CC(C)Oc3ccc(C)cc32)c1 (stereo unspecified)	1	4	-4	0	-1	66	-0.5	4	0.1
O=C(OCn1nnc2ccccc2c1=O)c1ccc(S(=O)(=O)N2CCOCC2)cc1	2	-6	-4	3	-12	17	0.0	14	/
O=C(NCc1ccc2c(c1)OCO2)c1cccc(F)c1	0	-5	-2	4	20	-2	0.1	-6	-1.3
Cc1ccc(C)c(NC(=S)N2CCC(NC(=O)c3ccco3)CC2)c1	-2	-59	-3	4	-2	-11	-1.1	0	-0.6
COC(=O)C1=C(C)N=C2SC(C#N)=C(N)N2C1c1ccc(OCc2ccccc2)cc1 (stereo unspecified)	0	-86	1	-3	-6	6	-0.6	17	-0.2
CCN(CC)c1ccc(NC(=O)c2cccc(F)c2)c(C)c1	-2	10	6	-4	19	-11	-0.5	1	0.9

Random draw from the library. About 4% of those tested had a hit in this group.
